Source: PubChem BioAssay
CHOP inh = CHOP inhibition in unfolded protein response | CHO-K1 CHOP-promoter luciferase, tunicamycin-induced, 15-18 h | inhibition, % at 10 µM | 220,000 tested, 3.8% active | AID 2732;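 active = compounds that reduced the stress-induced luciferase reporter signal by more than about 70% of percent inhibition, limit read from the data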;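 note: 0% = tunicamycin plus vehicle and 100% = wells without tunicamycin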
NPY Y1 blocker = antagonists of human neuropeptide Y receptor Y1; P25929; HEK293-CNG Y1 cells, membrane potential fluorescence; NPY at EC95, then isoproterenol; inhibition, % at 3.6 µM; 200,000 tested, 1% active;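 active = inhibition above the campaign mean inhibition of all tested compounds plus 3 SD, cut at about 20% in these data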;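 note: 0% = DMSO wells given NPY plus isoproterenol and 100% = isoproterenol alone without NPY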
Target sequence (P25929 whole entry, looked up): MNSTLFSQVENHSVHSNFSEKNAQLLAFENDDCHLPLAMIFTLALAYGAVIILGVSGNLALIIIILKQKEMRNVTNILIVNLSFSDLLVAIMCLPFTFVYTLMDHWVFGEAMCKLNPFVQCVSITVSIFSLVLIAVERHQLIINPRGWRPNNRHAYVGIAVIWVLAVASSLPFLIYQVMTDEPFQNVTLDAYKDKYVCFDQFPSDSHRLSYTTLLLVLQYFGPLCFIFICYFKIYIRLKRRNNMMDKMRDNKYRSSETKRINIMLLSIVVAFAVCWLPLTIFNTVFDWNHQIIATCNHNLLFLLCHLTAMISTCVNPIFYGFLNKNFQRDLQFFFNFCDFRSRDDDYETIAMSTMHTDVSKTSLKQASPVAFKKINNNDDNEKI
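material = HEK293 cells with Y1 receptor plus CNG channel | also added = NPY 25 nM then isoproterenol 1 µM plus Ro 20-1724 25 µM | schedule = dye 3 h, compound 60 min room temperature, stimulation 45 min | measured by = membrane potential fluorescence | benchmarks = high control isoproterenol alone, low control NPY with isoproterenol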
TRPML3 agonist = agonists of human TRPML3 channel. activation, % at 3 µM. AID 1448. 220,000 tested, 0.29% active. HEK293 TRPML3-YFP, Fluo-8 calcium fluorescence; 100% = the carbachol control signal;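 active = activation above its plate's cutoff, the mean activation of the plate's test wells plus 3 SD, cut at about 12% in these data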;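 note: 0% = DMSO only wells and 100% = carbachol wells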
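Test system: TRPML3-YFP stable HEK293 cells. Doses: single point at 3 µM. Incubation: dye loading 1 h 37 °C then 30 min ambient, 125 s read. Signal: Fluo-8 calcium dye fluorescence, ex 470-495, em 515-575 nm. Measure: percent activation from peak-to-basal fluorescence ratio, scaled between DMSO and carbachol.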
EP2 mod = modulates human prostaglandin E2 receptor EP2 signaling; P43116; AID 940; 260,000 tested, 0.83% active; induction, % at 25 µM; EP2-expressing cells, cAMP HTRF FRET, PGE2 co-stimulation;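 active = compounds whose cAMP rise, as percent of the full-agonist control response, exceeds 60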;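 note: rat C6 glioma line stably carrying human EP2 under a CMV promoter; the protocol text gives 20 µM as final concentration; 100% = response of wells given 1 µM PGE2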
Target sequence (P43116 whole entry, looked up): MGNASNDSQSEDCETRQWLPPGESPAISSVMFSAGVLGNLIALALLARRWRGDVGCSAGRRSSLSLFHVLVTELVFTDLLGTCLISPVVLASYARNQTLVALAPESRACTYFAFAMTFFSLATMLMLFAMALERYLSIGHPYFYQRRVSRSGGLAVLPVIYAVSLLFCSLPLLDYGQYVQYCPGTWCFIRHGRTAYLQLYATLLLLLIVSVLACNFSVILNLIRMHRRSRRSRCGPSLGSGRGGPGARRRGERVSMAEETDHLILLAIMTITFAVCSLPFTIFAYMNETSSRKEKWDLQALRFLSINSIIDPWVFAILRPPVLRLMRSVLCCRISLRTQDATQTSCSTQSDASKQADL
14-3-3 Bad inh = disrupts binding of bovine 14-3-3 zeta to phospho-Bad peptide; P63103; TR-FRET 14-3-3zeta/Dy647-pBad peptide displacement, 1 h; inhibition, % at 21.7 µM; 220,000 tested, 0.71% active;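 active = inhibition above about 70%, limit read from the data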;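 note: 0% = full 14-3-3 plus peptide FRET controls and 100% = background without 14-3-3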
Target sequence (P63103 whole entry, looked up): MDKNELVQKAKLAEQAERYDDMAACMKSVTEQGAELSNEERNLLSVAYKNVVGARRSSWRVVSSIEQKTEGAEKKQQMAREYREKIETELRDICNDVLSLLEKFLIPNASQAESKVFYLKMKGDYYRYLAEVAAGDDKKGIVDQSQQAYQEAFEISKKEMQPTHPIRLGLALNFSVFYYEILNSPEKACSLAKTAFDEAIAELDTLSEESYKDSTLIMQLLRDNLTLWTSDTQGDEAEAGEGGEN
NPY1 pot ag = potentiates or activates human NPY-Y1 receptor | P25929 | NPY-Y1 expressing cells, potentiator/agonist activation | activation, % at 3.6 µM | 220,000 tested, 0.37% active | AID 1304; in the data active = activation above about 33%, passing the limit was not always enough;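 note: cells stimulated with NPY at EC10 then isoproterenol at EC100; 0% = low agonist plus stimulus and 100% = saturating agonist plus stimulus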
PPC-1+TRAIL kill = kills PPC-1 cancer cells in the presence of TRAIL. PPC-1 cells + TRAIL, ATPLite viability luminescence. cell killing (% activity), % at 4 µM. 220,000 tested, 0.41% active. AID 1443;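 active = cell killing above 50% in the first pass at 4 µM, then a duplicate retest at 5 µM averaging 50% or more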;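 note: plate controls were cells with TRAIL plus DMSO for no effect and medium-only wells lacking cells for full effect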
TRPN1 ag = zebrafish TRPN1 (NompC) channel agonism. 220,000 tested, 0.18% active. HEK293 zebrafish TRPN1-YFP, Fluo-8 calcium fluorescence; 100% = response to 87 µM carbachol. activation, % at 3 µM. AID 1424;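 active = activation above its plate's cutoff, the mean activation of test wells on that plate plus 3 SD, cut at about 19% in these data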;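 note: 0% = DMSO alone and 100% = 87 µM carbachol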
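Control set: carbachol 87 µM as high control, DMSO as low control; system: HEK293 stable line with zebrafish TRPN1-YFP; read-out: % activation versus carbachol response; detection: intracellular calcium fluorescence with Fluo-8; doses: single test compound dose, 3 µM nominal, 0.3% DMSO; schedule: dye 1 h 37 °C plus 30 min RT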
EP2 antag = EP2 receptor (human) inhibition. inhibition, % at 25 µM. C6 glioma cells expressing human EP2, cAMP TR-FRET; cells stimulated with saturating PGE2. AID 1422. 260,000 tested, 0.52% active;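 active = percent inhibition above 40 after rounding to a whole number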;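 note: rat C6 glioma host cells with rolipram phosphodiesterase inhibitor present; the protocol text gives 20 µM as final concentration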
Starred values were filed as active, the others as inactive; x = no result given; & = joins results of further samples; [ ] = dose if it differs, or a comment.

Preview:
SMILES	CHOP inh	NPY Y1 blocker	TRPML3 agonist	EP2 mod	14-3-3 Bad inh	NPY1 pot ag	PPC-1+TRAIL kill	TRPN1 ag	EP2 antag
C=CCOc1cccc(C(=O)NC(c2ccccc2)C(C)C)c1 (configuration not stated)	25	9	0.0	-10	-10	1	4	-2.4	10
CCCNC(=S)N1CC2(C)CN(C(=O)C(=O)OCC)CC(C)(C1)C2=O	4	4	0.5	24	-4	4	12	0.8	8
Cc1ccc(S(=O)(=O)NCCC(c2ccccc2)c2ccco2)cc1 (configuration not stated)	51	2	-0.5	64*	-3	10	-5	-2.4	4
CCN(CC)CCN1C(=O)C(O)=C(C(=O)c2cc3cccc(OC)c3o2)C1c1ccc(F)cc1 (configuration not stated)	14	x	-0.1	23	-2	1	8	-0.2	20
Cc1ccccc1-n1nc2c(c1NC(=O)c1c(-c3ccccc3Cl)noc1C)CSC2	31	1	-0.3	29	-6	21	2	0.7	11
Cc1cc(-c2nn(C)c(=O)c3ccccc23)ccc1CNC(=O)NC1CCCCC1	5	4	0.3	-44	40	-3	12	-0.4	1
CC1=NOC2(C1)N(C)c1ccccc1C2(C)C (configuration not stated)	7	-2	0.7	-7	-7	-3	5	-1.2	3
O=C(NCc1ccccn1)c1ccc(Cn2cc(Br)cn2)o1	-22	-3	0.1	9	0	8	-5	0.0	9
Cc1ccc(Cn2nnc3c(=O)n(Cc4ccccc4C)cnc32)cc1	42	8	1.0	22	3[fluorescence artefact?]	-3	-12	0.0	10
Cc1nc(SCC(=O)NCc2ccccc2)c2oc3ccccc3c2n1	72*	-1	0.6	-7	18[fluorescence artefact?]	-11	-15	-0.5	5
COc1ccc(NC(=O)CSc2nnc(Cc3cccn3C)n2CCc2ccccc2)c(OC)c1	18	2	0.3	-11	-3	3	6	0.5	5
CCOC(=O)c1ccccc1NC(=O)Cn1c(=O)n(Cc2ccccc2)c(=O)c2c(C)c(C)sc21	37	1	0.8	17	-2	-2	6	0.9	2
CCCC(=O)Nc1nnc(Cc2ccccc2)s1	5	2	-0.4	-11	3	1	12	0.7	3
O=C(c1ccccc1)c1n[nH]c(-c2ccccc2)cc1=O	-16	2	1.0	29	-5	20	7	-0.3	3
Cc1nn(-c2ccccc2)c(C)c1C(=O)OCC(=O)N1CCN(S(=O)(=O)c2ccccc2)CC1	-35	5	0.5	14	-7	-16	2	0.0	9

The listing (from the top)
SMILES	CHOP inh	NPY Y1 blocker	TRPML3 agonist	EP2 mod	14-3-3 Bad inh	NPY1 pot ag	PPC-1+TRAIL kill	TRPN1 ag	EP2 antag
C=CCOc1cccc(C(=O)NC(c2ccccc2)C(C)C)c1 (configuration not stated)	25	9	0.0	-10	-10	1	4	-2.4	10
CCCNC(=S)N1CC2(C)CN(C(=O)C(=O)OCC)CC(C)(C1)C2=O	4	4	0.5	24	-4	4	12	0.8	8
Cc1ccc(S(=O)(=O)NCCC(c2ccccc2)c2ccco2)cc1 (configuration not stated)	51	2	-0.5	64*	-3	10	-5	-2.4	4
CCN(CC)CCN1C(=O)C(O)=C(C(=O)c2cc3cccc(OC)c3o2)C1c1ccc(F)cc1 (configuration not stated)	14	x	-0.1	23	-2	1	8	-0.2	20
Cc1ccccc1-n1nc2c(c1NC(=O)c1c(-c3ccccc3Cl)noc1C)CSC2	31	1	-0.3	29	-6	21	2	0.7	11
Cc1cc(-c2nn(C)c(=O)c3ccccc23)ccc1CNC(=O)NC1CCCCC1	5	4	0.3	-44	40	-3	12	-0.4	1
CC1=NOC2(C1)N(C)c1ccccc1C2(C)C (configuration not stated)	7	-2	0.7	-7	-7	-3	5	-1.2	3
O=C(NCc1ccccn1)c1ccc(Cn2cc(Br)cn2)o1	-22	-3	0.1	9	0	8	-5	0.0	9
Cc1ccc(Cn2nnc3c(=O)n(Cc4ccccc4C)cnc32)cc1	42	8	1.0	22	3[fluorescence artefact?]	-3	-12	0.0	10
Cc1nc(SCC(=O)NCc2ccccc2)c2oc3ccccc3c2n1	72*	-1	0.6	-7	18[fluorescence artefact?]	-11	-15	-0.5	5
COc1ccc(NC(=O)CSc2nnc(Cc3cccn3C)n2CCc2ccccc2)c(OC)c1	18	2	0.3	-11	-3	3	6	0.5	5
CCOC(=O)c1ccccc1NC(=O)Cn1c(=O)n(Cc2ccccc2)c(=O)c2c(C)c(C)sc21	37	1	0.8	17	-2	-2	6	0.9	2
CCCC(=O)Nc1nnc(Cc2ccccc2)s1	5	2	-0.4	-11	3	1	12	0.7	3
O=C(c1ccccc1)c1n[nH]c(-c2ccccc2)cc1=O	-16	2	1.0	29	-5	20	7	-0.3	3
Cc1nn(-c2ccccc2)c(C)c1C(=O)OCC(=O)N1CCN(S(=O)(=O)c2ccccc2)CC1	-35	5	0.5	14	-7	-16	2	0.0	9
COC(=O)CSc1ccc(C#N)c(SCC(=O)OC)c1	-14	-1	-0.9	24	0	3	17	-2.7	-6
CCC(C)(C)n1nnnc1C(c1ccc(OC)c(OC)c1)N1CCN(c2cccc(OC)c2)CC1 (configuration not stated)	-1	24*	3.2	6	6	-34	-8	-3.6	16
Clc1ccc(CNc2ccccn2)cc1	-4	5	-0.5	26	-8	4	-19	-1.6	3
Cc1ccc(-n2nc(-c3ccco3)cc2C(=O)NCc2cccnc2)cc1	-7	10	-0.5	43	-8	2	6	-2.0	x
Cc1ccc2oc(=O)c3cc(C(=O)NCc4ccco4)sc3c2c1	34	22*	0.1	-12	-1	4	6	1.3	6
CC(O)CN(CCC(N)=O)CCC(N)=O (configuration not stated)	28	-5	0.1	12	66	12	-9	4.1	2
CCCNC(=O)Cn1nc(C(F)(F)F)c2c1CCC2	23	4	-0.8	3&15	-8	9	x	2.5	11&11
O=C(CSc1nnc(-c2cccs2)n1CC1CCCO1)c1cc2ccccc2o1 (configuration not stated)	10	14	-0.2	11	10	7	-5	0.4	x
COc1ccc(CC2(CO)CCN(Cc3c(C)nn(C(C)C)c3C)CC2)cc1	-1	6	0.7	-23	-9	13	11	-0.3	8

The last two records of the part above are carried over, then new ones follow.
SMILES	CHOP inh	NPY Y1 blocker	TRPML3 agonist	EP2 mod	14-3-3 Bad inh	NPY1 pot ag	PPC-1+TRAIL kill	TRPN1 ag	EP2 antag
O=C(CSc1nnc(-c2cccs2)n1CC1CCCO1)c1cc2ccccc2o1 (configuration not stated)	10	14	-0.2	11	10	7	-5	0.4	x
COc1ccc(CC2(CO)CCN(Cc3c(C)nn(C(C)C)c3C)CC2)cc1	-1	6	0.7	-23	-9	13	11	-0.3	8
CC(C)NC(=O)CSc1nc(-c2ccccc2)cs1	-21	5	-0.1	-54	5	-13	24	0.2	5
O=C(Nc1cccc(Cl)c1N1CCCC1)c1ccc(Br)o1	73*	33*	-0.2	69*	6	-79	12	0.1	6
O=C(Oc1nsnc1N1CCOCC1)N1CCCC1	x	-3	0.8	x	x	17	x	-0.2	9
CCOc1cc(S(=O)(=O)Nc2ccc(CC)cc2)ccc1Cl	104*	8	-0.4	-20	5	-1	3	2.7	5
COc1ccc(OC)c(NC(=O)C2CCC(CNc3c(N4CCOCC4)c(=O)c3=O)CC2)c1 (configuration not stated)	2	x	1.2	15	-3	0	9	1.8	6
CC(C)(C)S(=O)(=O)/C(C#N)=N/Nc1ccc(C#N)cc1	4	-4	2.4	0	2	14	-19	1.7	5
CCOc1ccc2nc(NC(=O)Nc3cccs3)sc2c1	-18	5	1.2	-8	1	-12	10	1.1	17
COc1ccc(CCNC(=O)CSc2ccsc2[N+](=O)[O-])cc1OC	12	-6	-0.1	21	-13	-2	4	-1.6	8
CC(=O)Nc1ccc(C(=S)NCC2(N(C)C)CCCCC2)cc1	8	5	1.4	-13	-9	9	15	2.0	2
O=C(NCc1ccco1)c1cnn2c1NC(c1ccccc1)CC2C(F)(F)F (configuration not stated)	10	-12	0.1	-14	-7	32	15	0.2	10
COCCNC(=O)c1cc(C(=O)CC(C)C)c[nH]1	5	-2	0.6	-4	-2	-8	18	1.7	3
Cn1nc(-c2ccc(OCC(=O)NCC3CCCO3)cc2)c2ccccc2c1=O (configuration not stated)	33	-4	2.5	-17	-5	-2	11	7.3	14
COc1ccc(NC(=O)N2CCN(S(C)(=O)=O)CC2)cc1OC	4	1	0.8	19	-1[fluorescence artefact?]	10	7	-0.3	7
COc1ccc(C(=O)Nn2c(SCC(=O)NCC3CCCO3)nc3ccccc3c2=O)cc1 (configuration not stated)	12	0	0.7	-10	-18	-4	47	1.0	5
Brc1ccc(C2C3=C(Nc4ncnn42)c2ccccc2OC3c2ccncc2)cc1 (configuration not stated)	20	6	0.8	-7	2	-5	3	0.2	8
Nc1ccc(Cc2ccc(N)c(C(=O)O)c2)cc1C(=O)O	17	-3	0.8	23&18	-10	-22	17	-0.4	39&10
O=C(CSc1nnc(-c2ccccc2)n1-c1ccc(Cl)cc1)NNC(=S)Nc1ccccc1	20	2	0.4	33	-10	5	17	-2.0	4
COc1ccc(NC(=O)c2cc(S(=O)(=O)NCC3COc4ccccc4O3)ccc2F)cc1 (configuration not stated)	45	-6	0.2	-11	9	-24	18	-1.3	10
O=C(NCCCn1ccnc1)Nc1ccc(Cl)cc1Cl	1	-1	1.1	-9	6	6	-12	1.3	20
CN(Cc1cccs1)c1ncnc2sccc12	65	-6	1.1	-22	5	13	9	3.9	12
CCN(CC)c1ccc(C(=O)NC(=S)Nc2cc(S(=O)(=O)N3CCOCC3)ccc2-n2cncn2)cc1	27	-4	0.1	25	18[fluorescence artefact?]	-7	4	-0.4	5
CCOc1ccc(C(CC(=O)O)NC(=O)CCCOc2ccc(Cl)cc2C)cc1 (configuration not stated)	4	19	0.5	-4	-3	-20	9	2.5	3
c1ccc(Oc2cccc(OCCCCN3CCCC3)c2)cc1	-3	7	-0.1	-17	22	-10	29	-0.9	10
COc1cc(/C=C2\SC(=S)N(CC(=O)Nc3ccc(O)cc3)C2=O)cc(OC)c1OC	42	1	-0.3	3	57	6	27	1.2	4
O=C(C[n+]1ccc(/C=N/O)cc1)N1CCCCC1	-6	x	0.5	-12	-3	5	-4	3.3	3
O=S(=O)(c1ccc(-c2nnc(SCc3nnc(-c4ccccc4)o3)o2)cc1)N1CCCC1	37	-2	0.2	25	13	8	3	0.6	2
Cc1cccc(N2C(=O)/C(=C\c3ccc(OC(F)F)cc3)c3ccccc3C2=O)c1	11	4	1.3	8	-4	-1	2	0.9	14
CCN(CC)CCOc1ccccc1C(C)=O	-6	3	0.6	10	31	-9	46	0.3	2
Cn1nnnc1SCC(=O)Nc1ccccc1N1CCCCC1	14	2	-0.8	33	1[fluorescence artefact?]	-7	15	-0.9	24
Cc1cc(Nc2ccccc2)n(-c2cccc(Cl)c2)n1	-3	3	-0.9	35	-3	-49	23	-1.0	3

Not all compounds are listed, so the mix of outcomes need not match the whole.
